# Mito fusion act: inhibitors of mitochondrial division or activators of mitochondrial fusion | S. cerevisiae fusion-defective mutant growth rescue, CellTiterGlo 48 h | Potency, µM (doses to about 46.1 µM), without a hit: at the top dose growth rescue (activation), most hits filed as activators | 0.23% of 320,000 active;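 further: potency means the concentration at half of the fitted maximal effect; % of control where 0% means no effect; nearly all actives have a fitted effect of over 45% in size; temperature-sensitive fusion mutants such as fzo1-1 at 37 °C on non-fermentable ethanol glycerol medium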
#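 S. cerevisiae fusion-defective temperature-sensitive mutants (e.g. fzo1-1, mgm1-5) grown 48 h at 37C in YPEG (ethanol/glycerol non-fermentable) medium with 23 nl compound per well; growth rescue read as CellTiterGlo luminescence.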
# VP16 counter: Gal4-VP16 reporter inhibition counter-screen; Drosophila S2 Gal4-VP16 UAS-luciferase, luminescence, 20 h; Potency, µM (doses to about 53.6 µM), without a hit: at the highest dose activity, negative = inhibition, actives largely listed as inhibitors; 3.5% of 310,000 active;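 further: Gal4-VP16 expression switched on by copper sulfate through the metallothionein promoter; potency means the concentration at half of the fitted maximal effect; on the % scale 0 is the no-effect control and ±100 the full control effect; nearly all actives have a fitted effect of over 50% in size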
# NPC1 prom act: NPC1 promoter activation; AID 485313; 2.4% of 320,000 active; Potency, µM (series often up to 9.22 µM), for the others: top-dose activation, actives largely listed as activators; Huh7 NPC1 promoter luciferase reporter, 24 h;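 further: potency means the concentration at half of the fitted maximal effect; % of control where 0% means no effect; nearly all actives have a fitted effect of over 60% in size; reporter is driven by a mutant NPC1 promoter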
#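 Luminescence from an NPC1 promoter-driven luciferase reporter in stably transfected Huh7 cells was measured after 24 h compound treatment at 37 °C, followed by 10 min ambient incubation with luciferase detection reagent.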
# RORg inh: blocks mouse ROR gamma transcriptional activity. P51450. Drosophila S2 Gal4-RORgamma UAS-luciferase reporter, 20 h. Potency, µM (top dose mostly 53.6 µM), without a hit: at the top dose activity change, negative = inhibition, usual class: inhibitors. 5.4% of 310,000 active. AID 2551; further: potency means the concentration at half of the fitted maximal effect; on the % scale 0 is the no-effect control and ±100 the full control effect; nearly all actives have a fitted effect of over 60% in size
# Target sequence (P51450 whole entry, looked up, the tested form may be a part): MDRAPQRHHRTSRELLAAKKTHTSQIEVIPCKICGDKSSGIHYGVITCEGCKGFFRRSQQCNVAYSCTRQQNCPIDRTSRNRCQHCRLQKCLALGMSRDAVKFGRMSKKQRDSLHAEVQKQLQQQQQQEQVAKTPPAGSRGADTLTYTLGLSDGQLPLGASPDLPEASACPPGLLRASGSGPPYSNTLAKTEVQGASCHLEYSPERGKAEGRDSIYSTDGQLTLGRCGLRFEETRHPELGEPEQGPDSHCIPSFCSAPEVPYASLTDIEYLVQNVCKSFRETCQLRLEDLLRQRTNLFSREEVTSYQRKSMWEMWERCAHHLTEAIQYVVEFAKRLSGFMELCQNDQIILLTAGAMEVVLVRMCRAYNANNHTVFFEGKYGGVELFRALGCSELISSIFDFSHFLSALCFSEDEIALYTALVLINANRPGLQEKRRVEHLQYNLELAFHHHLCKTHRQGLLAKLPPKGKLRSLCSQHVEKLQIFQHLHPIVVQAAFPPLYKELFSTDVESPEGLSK
#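 In this cell-based reporter format, copper sulfate (700 uM final) drives Gal4–ROR gamma fusion expression from a metallothionein promoter in Drosophila Schneider cells; compounds preincubated 1 hr, reporter read after 20 hr at ambient temperature.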
# PKM2 activator: activators of human pyruvate kinase M2. P14618. purified PKM2, Kinase-Glo ATP luminescence, activation; response scale: 0% is enzyme alone, no compound. Potency, µM (doses to about 57.5 µM), for inactives: top-dose activation, hits mostly activators. 0.34% of 260,000 active. AID 1631; further: potency means the concentration at half of the fitted maximal effect; on the % scale 0 is the no-effect control and ±100 the full control effect; nearly all actives have a fitted effect of over 55% in size
#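 Kinase-Glo luminescence reports ATP generated from ADP (0.1 mM) and PEP (0.5 mM) by purified hPK-M2 after 1 h at room temperature, pH 7.2 imidazole buffer; intermediate enzyme activity allows detecting inhibitors and activators.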
# KCNH2 3.1 block: blocks the human KCNH2 3.1 channel isoform | U2OS KCNH2 3.1, thallium flux FluxOr; hits give low values | activity change, % (tested at about 1.8 µM) | 0.95% of 340,000 active | AID 720553;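 active means maximum activity change below -70%; inconclusive means maximum activity change from -70% to -50%; inactive means maximum activity change above -50%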;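 further: thallium influx rate constant from kinetic fluorescence after stimulation buffer; on the % scale 0 is the no-effect control and ±100 the full control effect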
#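 Kinetic fluorescence (2 min after stimulation buffer) measures Tl+ influx through KCNH2 3.1 expressed by viral transduction in U2OS cells; the rate constant is normalized against DMSO controls serving as positive and negative references.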
# MBNL1 CUG block: MBNL1-poly(CUG) RNA binding inhibition; Q9NR56; TR-FRET MBNL1-His/biotin-(CUG)12 binding, 665/545 ratio; Potency, µM (top dose mostly 57.5 µM), for inactives: top-dose activity change, negative = inhibition, usual class: inhibitors; 0.036% of 280,000 active; AID 2675; active means well fitted inhibition curve with a large enough effect in the signal ratio, with a control signal flat, not every such curve was filed as active; inconclusive means small, poorly fitted or top-dose-only effect, or effect the other way, or a change in a side signal; inactive means no such curve, though single readings can be large or run the other way; the % refers to the signal ratio; further: potency means the concentration at half of the fitted maximal effect; on the % scale 0 is the no-effect control and ±100 the full control effect
# Target sequence (Q9NR56 whole entry, looked up): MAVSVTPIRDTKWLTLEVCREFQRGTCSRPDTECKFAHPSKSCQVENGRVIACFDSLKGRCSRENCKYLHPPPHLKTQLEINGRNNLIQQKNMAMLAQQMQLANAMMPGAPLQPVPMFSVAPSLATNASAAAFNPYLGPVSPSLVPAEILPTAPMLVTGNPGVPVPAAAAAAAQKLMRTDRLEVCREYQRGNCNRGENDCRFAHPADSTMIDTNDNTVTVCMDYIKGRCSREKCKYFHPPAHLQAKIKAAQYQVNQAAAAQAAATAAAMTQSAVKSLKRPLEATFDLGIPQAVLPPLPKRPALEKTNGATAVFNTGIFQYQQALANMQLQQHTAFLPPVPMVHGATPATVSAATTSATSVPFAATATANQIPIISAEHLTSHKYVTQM
#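 TR-FRET readout: Ex 340 nm, 665/545 nm emission ratio, normalized to buffer-only (basal) and MBNL1-(CUG)12 controls. Complex of MBNL1-His with Biotin-(CUG)12, compounds 92 nM–58 uM, incubated 60 min at room temperature.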
# FLuc counter: counter-screen for miR-21 project: firefly luciferase inhibitors or activators; 6.9% of 360,000 active; purified FLuc, Km substrates, luminescence inhibition; P08659; AID 588342; Potency, µM (series often up to 57.5 µM), for inactives: at the highest dose activity change, negative = inhibition, hits mostly inhibitors;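 further: potency means the concentration at half of the fitted maximal effect; plate controls were vehicle for no effect and reference inhibitor for full effect; nearly all actives have a fitted effect of over 55% in size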
#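 Biochemical qHTS of compounds, final roughly 60 µM downward over six points, against 10 nM purified firefly luciferase using Km concentrations of substrates (10 uM D-luciferin, 10 uM ATP) in Tris acetate pH 7.5 buffer; luminescence output.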
# ELG1 repair inh: ELG1-dependent DNA repair inhibition. 2.3% of 330,000 active. HEK293T ELG1-luciferase reporter, luminescence, 16 h; DNA damage induced by 5-fluorouridine. Potency, µM (top dose mostly 46.1 µM), without a hit: at the top dose activity change, negative = inhibition, usual class: inhibitors; further: potency means the concentration at half of the fitted maximal effect; on the % scale 0 is the no-effect control and ±100 the full control effect; nearly all actives have a fitted effect of over 55% in size
#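 Quantitative HTS, concentration-response format. 2,000 cells/well co-treated with 5-fluorouridine and compound, 16 hr in 5% CO2 at 37 °C; ONE-Glo luminescence read after 30 min.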
# Rab9 promoter act: activators of Rab9 promoter; Huh7 Rab9 promoter-luciferase reporter, luminescence, 24 h; 2.8% of 320,000 active; Potency, µM (titrated, usually from 9.22 µM), for inactives: at the highest dose activation, negative = inhibition, most hits filed as activators; further: potency means the concentration at half of the fitted maximal effect; % of control where 0% means no effect; nearly all actives have a fitted effect of over 60% in size
#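 Luciferase signal after 10 min detection reagent at ambient indicates Rab9 promoter upregulation; stably transfected Huh7 cells were treated 24 h with compound in DMSO at 37 °C, 5% CO2.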
# Menin MLL FP TR: menin-MLL binding inhibition, Texas Red mutant peptide. AID 1768. 0.23% of 270,000 active. O00255. Menin + Texas Red MLL mutant peptide, fluorescence polarization. Potency, µM (titrated, usually from 61.6 µM), inactives show at the highest dose FP activity change, negative = inhibition, usual class: inhibitors; active means well fitted inhibition curve with a large enough effect in the polarisation, with a control signal flat, not every such curve was filed as active; inconclusive means small, poorly fitted or top-dose-only effect, or effect the other way, or a change in a side signal; inactive means no such curve, though single readings can be large or run the other way; the % refers to the polarisation; further: potency means the concentration at half of the fitted maximal effect; % of control where 0% means no effect; many of its hits are not listed in these tables
# Starred values were filed as active, the others as inactive; ? = inconclusive; . = no result given; & = joins results of further samples; [ ] = another dose, or the depositor's remark. Unless noted, the call rests on the fitted dose curve; in most records, active means well fitted curve in the direction sought with a large enough effect; inconclusive means small, poorly fitted or top-dose-only effect, or another doubt; inactive means no such curve, though single readings can be large; an effect the other way counts as inactive or inconclusive.
SMILES,Mito fusion act,VP16 counter,NPC1 prom act,RORg inh,PKM2 activator,KCNH2 3.1 block,MBNL1 CUG block,FLuc counter,ELG1 repair inh,Rab9 promoter act,Menin MLL FP TR
CCOC(=O)CCCCCN1C(=O)c2cccc3cccc(c23)C1=O,-2%,.,-1%,.,3%,17,?,-13%,-3%,3%,-12%
O=C(c1ccc(=O)[nH]c1)N1CCN(S(=O)(=O)c2ccc(Cl)cc2)CC1,-1%,-2%,3%,-11%,-1%,6,-1%,5%,13%,1%,8%
Cc1ccc(/C=C/C(=O)O)cc1S(=O)(=O)N1CCCCC1,0%,2%,-3%,13%,0%,-3,-2%,1%,5%,-4%,.
CCOCCCNCc1ccc(OC)c(OC)c1,-3%,-7%,-1%,1%,2%,12,-5%,1%,9%,0%,0%
CCOC(=O)c1[nH]ncc1CN1CCc2ccc(NC(=O)C3CCCO3)cc2C1 (stereo unspecified),-2%,-5%,1%,1%,0%,12,3%,1%,-5%,4%,0%
O=C(c1cccc([N+](=O)[O-])c1)c1ccc2c(c1)OCCOCCOCCO2,7%,-7%,-3%,5%,7%,-4,?,3%,6%,8%,.
O=c1c2oc3nc4c(cc3c2ncn1CCCc1ccccc1)CCCC4,3%,4%,24%,19%,-8%,-15,.,24µM*,?,?,.
CCN(Cc1cnn(C)c1)C(=O)c1cc(COc2ccc3c(c2)CCCC3)on1,1%,-4%,0%,-22%,-12%,-24,1%,-1%,-5%,2%,.
CC1(c2ccccc2)NC(=O)N(CC(=O)Nc2ccc([N+](=O)[O-])cc2)C1=O (stereo unspecified),-7%,-3%,-8%,12%,-7%,13,?,-2%,-6%,10%,?
Nc1c(Cl)ncnc1N/N=C/c1cccnc1,-4%,-6%,-2%,0%,0%,-1,?,-18%,3%,-7%,.
CN(CC(=O)O)Cc1nc2ccccc2[nH]1,-3%,12%,1%,?,2%,7,7%,21µM*,?,-3%,-13%
CCCCn1c(CCC(=O)O)ccc1-c1cccs1,5%,?,0%,-81%,?,-7,-2%,0%,13%,3%,18%
O=C(C1CC1)N1CCc2cc(Br)cc(S(=O)(=O)NC3CCCCC3)c21,24%,-18%,-1%,-19%,-10%,-4,-7%,4%,?,-16%,3%
CN1CCC2(CC1)N=C(c1ccc(F)cc1)C(=S)N2C(=O)c1ccccc1,2%,?,1%,?,-6%,-20,21%,2%,21%,1%,-2%
N#Cc1ccccc1S(=O)(=O)N1CCN(C(=O)Cc2coc3cc(O)ccc23)CC1,-5%,.,-6%,.,.,-15,.,.,0%,2%,.
COC(=O)Nc1c(-c2ccccc2)nc2ccc(C)cn12,1%,-2%,-4%,36%,-3%,6,9%,?,4%,-1%,13%
C=Cc1c(C)c2cc3[nH]c(cc4nc(cc5nc(cc1[nH]2)C(C)=C5CCC(=O)O)C(CCC(=O)O)=C4C)c(C)c3C=C,-7%&-3%,?,-3%[46.1 µM],8%[10 µM],.,16&4,?,2%,21%,4%[46.1 µM],?
COc1ccccc1OCCNC(=O)Nc1cc(F)c(F)cc1Cl,9%,-7%,13%,40%,3%,3,-7%,-1%,-5%,0%,.
Cc1cccc(-n2ccnc2SCC(=O)Nc2nnc(C)s2)c1,3%,4%,1%,-26%,-4%,-14,0%,1%,?,-2%,-11%
O=C(NCC(c1ccco1)N1CCCCC1)c1cccc(NS(=O)(=O)c2ccc(Br)cc2)c1 (stereo unspecified),3%,.,0%,.,.,-20,.,4%,-7%,2%,.
O=C(NCc1ccncc1)C1CCC(=O)N(CCc2ccc(Cl)cc2)C1 (stereo unspecified),-1%,2%,-1%,30%,0%,-1,-10%,1%,8%,5%,-7%
O=S1(=O)CCN2C(c3ccco3)=CSC2=N1,3%,1%,-2%,-12%,1%,5,7%,3%,8%,1%,2%
COc1ccccc1CNC(=O)c1ccc(S(=O)(=O)N(C)c2ccccc2)cc1,0%,.,-3%,.,.,7,.,-1%,-20%,0%,.
COc1ccc(CCNC(=O)CC2SC(=NCCc3ccccc3)NC2=O)cc1 (stereo unspecified),-2%,-9%,-2%,-11%,0%,5,-17%,6%,-5%,-1%,3%
Cc1oc(-c2cccc(Cl)c2)nc1CN1CCCC(C(=O)NC(C)c2ccc3c(c2)OCCO3)C1 (stereo unspecified),5%,-17%,0%,-5%,2%,-11,1%,1%,?,-1%,?
O=C(C1CCN(c2nnc(-n3cccc3)s2)CC1)N1CCN(Cc2ccc3c(c2)OCO3)CC1,-1%,-3%,-6%,1%,3%,-9,-2%,-2%,?,-13%,7%
CCOC(=O)c1cnc2c([N+](=O)[O-])cnn2c1C,5%,-10%,8%,20%,-19%,13,?,-4%,15%,-1%,-12%
C/C(=N\NC(N)=S)c1ccncc1,-2%,-10%,-4%,-38%,0%,23,4%,-1%,-4%,-5%,.
COc1ccc(C(=O)C2CCCN(Cc3cccn3-c3ccc(Cl)cn3)C2)c(OC)c1 (stereo unspecified),13%,?,-10%,-7%,7%,-73*,-6%,2%,-25%,-10%,?
CCCN1CCN(CCCNC(=O)c2cc3c(s2)-c2c(C)cccc2OC3)CC1,6%,6%,-2%,9%,.,-47,?,0%&-7%,6%,-3%,-11%
CCC1CCc2c(sc3nc(SCC(=O)NCc4ccco4)n(-c4ccccc4)c(=O)c23)C1 (stereo unspecified),-2%,?,-1%,?,7%,-13,-28%,-2%,?,-1%,-7%
Cc1occc1C(=O)n1cnc2ccccc21,3%,0%,0%,-8%,-13%,.,-6%,-2%,9%,-3%,-6%
CCOc1cccc(/C=N/NS(=O)(=O)c2ccc(C)c([N+](=O)[O-])c2)c1O,4%,3.2µM*,-7%,?,4%,5,13%,?,9%,0%,?
Cc1ccccc1-c1noc(C(C)NC(=O)c2ccco2)n1 (stereo unspecified),-9%,6%,1%,-15%,1%,-13,-2%,-1%&-2%,-5%,-2%,-10%
C1CCN(c2nc3nonc3nc2N2CCCCC2)CC1,1%,-4%,-4%,7%,0%,10,7%,2%,6%,9%,0%
CCOC(=O)NC(=O)COC(=O)Cc1cc(OC)c(OC)c(OC)c1,-1%,-4%,1%,12%,16%,4,1%,1%,?,3%,-11%
CN1CCN(C(=S)NC(=O)/C=C/c2cccc3ccccc23)CC1,-1%,3.2µM*,?,1µM*,0%,-2,17%,-1%,-4%,1%,-9%
Cc1ccc(OC(C)C(=O)Nc2ccccc2C(=O)NCc2cccnc2)cc1C (stereo unspecified),2%,-4%,-3%,23%,0%,6,-1%,-2%,?,0%,.
CCOC(=O)C1C(=O)OC(C)(C)C1C(C)C(=O)c1ccc(C)cc1C (stereo unspecified),-4%,-9%,-4%,2%,0%,1,6%,2%,?,-2%,-12%
Cc1cc(=O)oc2c(C)c(OCC(=O)N3CCN(c4ccc(F)cc4)CC3)ccc12,?,0%,-1%,-4%,.,-1,0%,5%,?,-3%,.
COc1ccc(S(=O)(=O)NCc2ccc3c(c2)OCO3)cc1C,3%,4%,0%,5%,-1%,-7,-4%,3%,-4%,-1%,-7%
Cc1cc(C)cc(C(=O)N(NC(=O)Nc2ccc(Cl)cc2)C(C)(C)C)c1,7%,?,1%,?,2%,5,?,9%,7%,4%,27%
Cc1ccccc1NC(=O)CN1C(=O)CSc2ccccc21,0%,-2%,-3%,20%,-5%,3,3%,1%,14%,13%,.
Cc1ccc(C)c(S(=O)(=O)N2CCN(C(=O)Nc3ccccc3)CC2)c1,2%,-1%,-1%,0%,14%,-6,0%,-8%,-18%,1%,.
O=C(O)Cn1nc2c3c(cccc3c1=O)-c1ccccc1-2,3%,-1%,9%,-21%,.,12,?,-3%,14%,2%,7%
CCOC(=O)C1CCN(C(c2cccnc2)c2c(NC(=O)c3ccco3)sc(C)c2C)CC1 (stereo unspecified),-13%,6%,-15%,19%,5%,0,1%,-10%,15µM*,-15%,-5%
COc1cc(OC)cc(C(=O)N2CCN(C(=O)c3ccc(-c4ccccc4)cc3)CC2)c1,18%,7.1µM*,-5%,1.1µM*,5%,-20,19%,?,9%,-8%,-9%

# The list is partial (hit frequency here may not be typical).
